# aSyn tox rescue = qHTS of alpha-syn Inhibitors: NCGC Sytravon Library Screen. Potency, µM (series often up to 46.1 µM), inactives show at the highest dose growth rescue (activation), usual class: activators. S. cerevisiae alpha-synuclein toxicity rescue, BacTiter-Glo growth, 24 h. 0.02% of 94,000 active; active = well fitted activation curve with a large enough effect; inconclusive = small, poorly fitted or top-dose-only effect; note: 0% is about no effect
#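 Growth restoration measured by BacTiter-Glo luminescence after 24 hr at 30 deg C; alpha-synuclein yeast, raffinose-pregrown to mid-log, were added at OD600=0.02 in galactose medium onto pinned compounds.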
# An asterisk follows results filed as active; ? = inconclusive; [ ] = remark or other dose. Potency is the fitted concentration of half-maximal effect. Some of the compounds tested, so the mix of outcomes need not match the whole.
SMILES,aSyn tox rescue
O=C1NN=C2CCCCCCCCCCC12 (stereo not given),8.4%
COc1ccc(C(=O)N(C)C(C)c2nccs2)cc1OC1CCN(C(C)=O)CC1 (stereo not given),-1.2%
Cc1cc(C)c(S(=O)(=O)Nc2cccc(/C=C/C(=O)O)c2)c(C)c1,8.4%
COC(=O)C1CCN(C(=O)COC(=O)c2oc3ccccc3c2C)CC1,-4.0%
O=C(O)CC(CNS(=O)(=O)c1cccc2nsnc12)c1ccccc1 (stereo not given),-26.2%
O=C(N/N=C/c1cc(O)ccc1[N+](=O)[O-])c1ccc2c(c1)OCCO2,-6.5%
Cc1nc2c(-c3ccc(F)cc3)c(C)nn2c(C)c1CCC(=O)NCc1ccc(F)cc1,-12.8%
O=C1CCCC(=O)N1c1ccc(NCCOCCO)c([N+](=O)[O-])c1,-14.3%
CCCCOC(=O)c1ccc(NC(=O)Cn2nnc3sc4c(c3c2=O)CCCC4)cc1,5.0%
COc1ccc(CC(=O)OCC(=O)Nc2cc(S(=O)(=O)N3CCOCC3)ccc2N2CCCC2)cc1,-5.8%
Cc1ccc(C2=NS(=O)(=O)N(C)C(C(=O)NCc3ccccc3)=C2)cc1,-3.1%
CC(CC(=O)Nc1ccc(F)cc1)S(=O)(=O)c1cc2c3c(c1)CCN3C(=O)CC2 (stereo not given),-7.9%
CCOc1ccc(NC(=O)c2cnn(-c3ccccc3)c2-n2cccc2)cc1,-16.8%
COc1ccc(Cl)cc1C(=O)NCc1nnnn1-c1ccccc1,-2.3%
CC1CC(C)CN(S(=O)(=O)c2ccc(NC(=O)C3CSC4(C)CCC(=O)N34)cc2)C1 (stereo not given),-5.0%
Cc1ccc(/C=C(\C#N)C(=O)Nc2ccc(Br)cc2)o1,-1.7%
CC(=O)N1c2ccc(S(=O)(=O)N3CCCCCC3)cc2CC1C(=O)NCc1ccccc1C (stereo not given),-1.3%
COc1cccc(NC(=O)CN(C)C(=O)CC2CCCC2)c1,-47.9%[inhibitor]
O=C(c1cc(-c2ccc(O)cc2)on1)N1CCN(c2ccc(F)cc2)CC1,3.9%
CC(=O)N1CCc2cc(Br)cc(S(=O)(=O)NCCc3cccc(C)c3)c21,8.0%
Fc1ccc(Cc2cn3cc(-c4ccc(F)cc4)nc3s2)cc1,5.9%
CCOc1cc(/C=N/NC(=O)c2cc(-c3cccnc3)nc3ccccc23)ccc1O,0.1%
COc1cc(/C=C/C(=O)O)cc(S(=O)(=O)NCCO)c1OC,-4.7%
O=C(NCc1cn2ccccc2n1)c1ccc(Br)o1,-6.6%
COc1ccccc1OC(C)C(=O)N1CCN(CCc2ccccn2)CC1 (stereo not given),2.2%

# Brought forward from above: 4 compounds, then new ones.
SMILES,aSyn tox rescue
CCOc1cc(/C=N/NC(=O)c2cc(-c3cccnc3)nc3ccccc23)ccc1O,0.1%
COc1cc(/C=C/C(=O)O)cc(S(=O)(=O)NCCO)c1OC,-4.7%
O=C(NCc1cn2ccccc2n1)c1ccc(Br)o1,-6.6%
COc1ccccc1OC(C)C(=O)N1CCN(CCc2ccccn2)CC1 (stereo not given),2.2%
CCOc1ccc(-n2cnc3c(=O)[nH]c(N)nc32)cc1,8.1%
O=C(c1ccc2c(c1)N(Cc1c(F)cccc1Cl)C(=O)c1ccccc1S2)N1CCOCC1,6.7%
CSc1ccc(CN(C)C(=O)C23CC4CC(CC(Cl)(C4)C2)C3)cc1,0.4%
CCC(C)n1c(=N)c(S(=O)(=O)c2ccccc2)cc2c(=O)n3ccccc3nc21 (stereo not given),-1.3%
Cc1cc(CNC(=O)COc2ccc([N+](=O)[O-])cc2)c2ccccc2n1,-10.4%
Cc1ccccc1-c1nc(CN2CCC(C(=O)NC3CCN(Cc4ccccc4)CC3)CC2)c(C)o1,-10.8%
O=C(COC(=O)Cc1ccc(F)cc1)NC1CCCCCC1,-5.1%
O=C(CSc1nnc(COc2ccc(Cl)cc2)o1)N(c1ccccc1)C1CCS(=O)(=O)C1 (stereo not given),0.0%
O=C(Cn1ncn2cccc2c1=O)NCc1cccc(Br)c1,-5.9%
Cc1ccc(C(=O)NCC(=O)OCCCn2c(=O)[nH]c3ccccc32)cc1,2.5%
COC(=O)c1ccc(SCC(=O)NC2CCCCC2)c([N+](=O)[O-])c1,0.3%
COc1ccc(NC(=O)C2CCCN(S(=O)(=O)c3ccc(Cl)cc3)C2)cc1 (stereo not given),8.0%
CN(C)c1ccc(NC(=O)CN2C(=O)c3ccccc3Sc3ccc(C(=O)N4CCCC4)cc32)cc1,5.2%
Cc1ccc(S(=O)(=O)n2c(=O)oc3ccccc32)cc1,-5.1%
CC1=C(C(=O)Nc2ccc(Cl)cc2)C(CC(C)C)n2nc(SCc3ccccc3C)nc2N1 (stereo not given),-6.3%
C/C(=N\NC(=O)c1cc2ccccc2cc1O)c1cc2ccccc2o1,-1.1%
CCOC(=O)C(NC(=O)c1ccccc1Cl)(Nc1ccc(C(F)(F)F)cc1)C(F)(F)F (stereo not given),2.1%
Cc1ccc(-c2nc3scc(CCNC(=O)Cc4ccc(Cl)cc4)n3n2)cc1,4.2%
O=S(=O)(Nc1c(O)ccc2ccccc12)c1ccc(F)cc1,15.3%
CN(C)CCCNc1ncnc2c1cnn2Cc1ccccc1Cl,0.4%
Cc1ccc(NS(=O)(=O)c2ccc3c(c2)NC(=O)CCS3)cc1C,9.0%
COC1=C(Br)C(=O)c2nc(C)ccc2C1=O,-76.6%[inhibitor]
CCOC(=O)c1cc(-c2ccc(F)cc2)nc2c1c(=O)[nH]c(=O)n2Cc1ccccc1,-9.0%
CCCCSc1ncnc2c1sc1nc(N3CCOCC3)c3c(c12)CCCC3,-18.6%
CCOC(=O)c1ccc(NC(=O)CC2Nc3cccc4cccc(c34)NC2=O)cc1 (stereo not given),20.1%

# Five of these compounds in another layout.
mol	aSyn tox rescue
CN(C)c1ccc(NC(=O)CN2C(=O)c3ccccc3Sc3ccc(C(=O)N4CCCC4)cc32)cc1	5.2%
COC1=C(Br)C(=O)c2nc(C)ccc2C1=O	-76.6%[inhibitor]
CCCCSc1ncnc2c1sc1nc(N3CCOCC3)c3c(c12)CCCC3	-18.6%
CSc1ccc(CN(C)C(=O)C23CC4CC(CC(Cl)(C4)C2)C3)cc1	0.4%
Cc1ccc(-c2nc3scc(CCNC(=O)Cc4ccc(Cl)cc4)n3n2)cc1	4.2%

# (next part)
SMILES,aSyn tox rescue
Cc1nn(C)c2c1c(-c1ccccc1)cc(=O)n2CC(=O)NC(C)c1ccccc1 (stereo not given),-0.6%
CCOc1ccc(CNC(=O)c2ccc(NC(=O)N3CCCCc4ccccc43)cc2)cc1OC,5.3%
Cc1ccc(-c2cc(C(=O)Oc3ccccc3Cl)no2)cc1C,-11.8%
CCOc1ccc(CN2C(=O)c3ccccc3Sc3ccc(C(=O)NCCc4ccccc4)cc32)cc1,-5.6%
Fc1ccc(N2CCN(Cc3cn[nH]c3-c3ccccc3)CC2)cc1,1.9%
CC(=O)N(c1ccc(C)cc1)c1nc(C)cc(C)c1C#N,-2.4%
O=C(CN(C(=O)CNS(=O)(=O)c1ccc(F)cc1)c1cccc(F)c1)NCC1CCCO1 (stereo not given),8.0%
CC12CCCC[C@@H]1CCC1C2CCC2(C)C1CC[C@@]2(O)CNCCO (stereo not given in full),-1.0%
COc1ccc(OC)c(CCNC(=O)C(C)n2nc(C)c3c(C)n(-c4ccc(C)cc4)nc3c2=O)c1 (stereo not given),-9.2%
O=C(Oc1cncc(Cl)c1)c1sccc1Cl,3.8%
O=C1CSC(=S)N1/N=C/c1c(F)cccc1F,-2.8%
C=CCn1c(-c2ccccc2)cc(SC)c(C#N)c1=O,-3.4%
Cc1ccc(CNC(=O)CCC(=O)N2CC(C)Oc3ccc(Cl)cc32)cc1 (stereo not given),-3.5%
COc1ccccc1C(=O)C1CCCN(C(=O)c2cccc(-n3cccn3)c2)C1 (stereo not given),-9.3%
O=C(O)CCCn1cc(NC(=O)c2ccc(F)cc2)cn1,-13.2%
CCOc1ccc(-c2cc(CCCC(=O)NCc3ccc(C)cc3)no2)cc1,0.2%
COc1ccc(C(=O)NCC(=O)OCC(=O)N2CCc3ccccc32)cc1,1.1%
CCOc1cc(C(=O)N2CC(=O)Nc3ccc(C)cc3C2c2ccccc2)cc(OCC)c1OCC (stereo not given),1.9%
CC(=O)c1ccc(NC(=O)c2ccc(-n3cnnc3)cc2)cc1,1.9%
Cc1ccc(CC(=O)c2ccc(Cl)cc2)cc1,2.5%
O=S(=O)(NCCCN1CCOCC1)c1ccc2c(c1)OCCO2,-0.9%
O=C(OCc1cc(=O)oc2cc(O)ccc12)c1cc(S(=O)(=O)N2CCOCC2)ccc1F,2.2%
Cc1ccc(C(=O)OCC(=O)N(C)c2c(N)n(Cc3ccccc3)c(=O)[nH]c2=O)s1,-5.8%
CC(=O)c1cccc(NC(=O)c2cc(-c3ccc(Cl)s3)nc3ccccc23)c1,1.5%
CC(=O)c1cccc(OCC(O)CNCCOc2ccc(C)cc2)c1 (stereo not given),3.8%

# 2 of the compounds above, as labelled records.
Compound: COC(=O)c1ccc(SCC(=O)NC2CCCCC2)c([N+](=O)[O-])c1
  aSyn tox rescue: 0.3%

Compound: COc1ccc(NC(=O)C2CCCN(S(=O)(=O)c3ccc(Cl)cc3)C2)cc1 (stereo not given)
  aSyn tox rescue: 8.0%

# Individual results from the results shown.
# `O=C(Oc1cncc(Cl)c1)c1sccc1Cl` @ aSyn tox rescue: 3.8%
# `Cc1ccc(-c2cc(C(=O)Oc3ccccc3Cl)no2)cc1C` @ aSyn tox rescue: -11.8%
# `CC12CCCC[C@@H]1CCC1C2CCC2(C)C1CC[C@@]2(O)CNCCO` (stereo not given in full) @ aSyn tox rescue: -1.0%
# `COc1ccccc1C(=O)C1CCCN(C(=O)c2cccc(-n3cccn3)c2)C1` (stereo not given) @ aSyn tox rescue: -9.3%

# (continued)
SMILES,aSyn tox rescue
Cc1cc(C(=O)COC(=O)c2ccc(NC(=O)CC#N)cc2)c(C)n1CC(F)(F)F,4.3%
COc1ccc(S(=O)(=O)N(C)C[C@H]2Oc3ncc(C#CC4(O)CCCC4)cc3C(=O)N([C@@H](C)CO)C[C@@H]2C)cc1,-3.6%
Cc1ccc(Cl)cc1NC(=O)Cn1c(=O)n(Cc2ccc(C(=O)NCc3ccc4c(c3)OCO4)cc2)c(=O)c2ccccc21,-5.2%
Cc1ccc(/C=C2\SC(=S)N(CC3CCCO3)C2=O)o1 (stereo not given),23.9%
O=C(NCc1cccs1)c1ccc2c(c1)N(Cc1cccc(F)c1)C(=O)c1ccccc1S2,5.9%
CNC(=O)c1csc(-c2ccc(Cl)cc2)n1,2.3%
O=C(CN1CCOCC1)NN1CC(=O)N(c2ccc(Cl)cc2)CC1=O,1.6%
CCCCNS(=O)(=O)c1ccc2nc(NC(=O)c3cccnc3)sc2c1,-2.4%
COc1ccc(C2C(C(=O)N3CCN(c4ccccn4)CC3)CCC(=O)N2c2cc(OC)c(OC)c(OC)c2)cc1 (stereo not given),6.4%
Cc1cccc(N2CCN(c3nc4ccccc4c(=O)n3-c3ccc(Cl)cc3)CC2)c1C,7.2%
CCC(=O)N1c2ccc(S(=O)(=O)N3CCN(c4ccccc4Cl)CC3)cc2CC1C (stereo not given),6.9%
Cn1cc(S(=O)(=O)N2CCOCC2)cc1C(=O)Nc1cccc(C#N)c1,-3.9%
CN1/C(=C\C(=O)c2cccc([N+](=O)[O-])c2)Sc2ccccc21,7.3%
O=C(C1CCN(c2ncnc3c2nc2n3CCCCC2)CC1)N1CCN(c2ccc(Cl)cc2)CC1,?
COc1ccc(Nc2ncc3c(n2)CCN(Cc2cccc(F)c2F)C3)c(OC)c1,-5.1%
COc1ccc(CNCCC(c2ccc(C)cc2)c2ccco2)cc1 (stereo not given),2.9%
O=C(Nc1nncs1)c1cc(S(=O)(=O)N2CCOCC2)ccc1Cl,-4.4%
CSc1ccc(CCNC(=O)C2=C(C)C(=O)OC23CCCCC3)cc1,-1.0%
CC1(c2cccc(Br)c2)NC(=O)N(CC(=O)Nc2ccc(N3CCCCC3)cc2)C1=O (stereo not given),-7.5%
Cc1cccc(NC(=O)CSCC(=O)Nc2cc(C(F)(F)F)ccc2N2CCOCC2)c1,0.1%
c1ccc(NN=C(c2ccccc2)c2cccs2)cc1,1.2%
Cc1ccccc1CC(=O)N1CCC(CCC(=O)NC2CC2)CC1,11.2%
CN(c1ccc(F)cc1)S(=O)(=O)N1CCCC(C(=O)NCCc2ccccc2)C1 (stereo not given),5.5%
O=C(Nc1ccccc1Br)c1ccc(OC(=S)N2CCOCC2)cc1,0.8%
CCN1C/C(=C/c2sccc2C)c2nc3ccccc3c(C(=O)O)c2C1,-9.5%
# Next section.
SMILES,aSyn tox rescue
COc1cccc(-c2cn3c(n2)sc2cc(C(=O)NCCCc4ccccc4)ccc23)c1,20.3%
Cc1c(C(=O)Nc2cccc(C(F)(F)F)c2)oc2ccc3c(c12)C(=O)CC(C)(C)O3,3.9%
Cc1ccc(Cl)c(OCCCN(C)Cc2ccccc2)c1,6.2%
COc1cccc(C(=O)Nc2ccc(S(=O)(=O)N(Cc3ccccc3)c3ccccc3)cc2)c1,8.3%
CCc1ccc(NC(=O)c2cc(S(=O)(=O)N3CCCCCC3)ccc2F)cc1,-2.7%
Cn1ccc2c(OCC(=O)Nc3cc(C(F)(F)F)ccc3Cl)cccc2c1=O,-0.3%
OC(CNC1CCCC1)COCCOc1ccc(Br)cc1 (stereo not given),10.2%
Fc1cccc(Cl)c1CNc1n[nH]c(-c2ccco2)n1,1.9%
C[C@]1(CC/C(=C/CO)CO)[C@H](CO)CC[C@@]23COC(=O)C2=CCC[C@@H]31,4.8%
CCOC(=O)C1CCCN(C(=O)c2ccc(NC(=O)c3nsc4ccccc34)cc2)C1 (stereo not given),-3.3%
Cc1ccccc1Cn1ccc(NC(=O)c2nn3cccnc3c2Cl)n1,3.0%
O=C(O)[C@@H](c1ccccc1)N1Cc2ccccc2C1=O,-4.7%

# Screening data as filed in PubChem BioAssay.
